UGM FP inh: Mtb UDP-galactopyranose mutase inhibition | 320,000 compounds, 0.06% hits | purified UGM, fluorescence polarization probe displacement | inhibition, % at 10 µM; in the data active = inhibition above about 10%, passing the limit was not always enough; inconclusive = no clear call, values can overlap the other calls
Target sequence (P9WIQ1 whole entry, looked up): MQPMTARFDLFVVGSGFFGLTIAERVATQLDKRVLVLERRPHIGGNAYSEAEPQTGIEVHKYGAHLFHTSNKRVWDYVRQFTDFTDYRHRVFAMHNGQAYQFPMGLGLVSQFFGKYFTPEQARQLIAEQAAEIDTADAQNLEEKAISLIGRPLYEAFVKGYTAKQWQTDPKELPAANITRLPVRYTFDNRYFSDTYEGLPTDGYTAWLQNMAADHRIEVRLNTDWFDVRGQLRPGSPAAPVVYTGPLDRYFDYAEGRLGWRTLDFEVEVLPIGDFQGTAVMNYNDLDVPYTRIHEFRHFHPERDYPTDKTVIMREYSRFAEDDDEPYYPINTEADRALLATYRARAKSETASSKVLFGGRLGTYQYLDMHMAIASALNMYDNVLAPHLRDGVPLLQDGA
PrPC TRFRET: cell surface PrPC inhibition, primary TR-FRET screen | P04156 | TR-FRET read-out | inhibition, % at 13.8 µM | 370,000 compounds, 0.43% hits; in the data active = inhibition above about 24%; also: 0% = median of the test wells and 100% = reference compound wells
Mtb BioA inh: BioA (M. tuberculosis) enzyme inhibition; 360,000 compounds, 0.096% hits; inhibition, % at 9.99 µM; purified M. tuberculosis BioA enzyme, plate reader; in the data active = inhibition above about 40%; inconclusive = no clear call, values can overlap the other calls
BoNT A protease: inhibitors of Botulinum neurotoxin A light chain protease. multiplex microsphere protease substrate cleavage, flow cytometry. inhibition, % at 10 µM. 360,000 compounds, 0.17% hits. AID 588499; in the data active = inhibition above about 30%; inconclusive = no clear call, values can overlap the other calls; also: plate controls were buffer without enzyme for full effect and enzyme alone for no effect
BoNT F protease: inhibitors of Botulinum neurotoxin F light chain protease. AID 588497. Multiplex microsphere protease cleavage assay, flow cytometry. inhibition, % at 10 µM. 360,000 compounds, 0.22% hits; in the data active = inhibition above about 35%, passing the limit was not always enough; inconclusive = no clear call, values can overlap the other calls; also: plate controls were buffer without enzyme for full effect and enzyme alone for no effect
CCHF vOTU inh: blocks the CCHF virus ovarian tumor domain protease. 370,000 compounds, 0.55% hits. AID 651958. inhibition, % at 11.5 µM. CCHFV vOTU protease, Pep-AMC fluorescence; also: 0% = vehicle wells with enzyme and 100% = no enzyme wells
GDH-TPI counter: GDH-TPI coupled enzyme inhibition counter-screen; GDH-TPI coupled enzyme counterscreen, NADH absorbance; inhibition, % at 4.8 µM; 360,000 compounds, 1.2% hits;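 also: 0% = DMSO wells and 100% = wells lacking the enzyme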
FadD28 FP inh: blocks FadD28 binding to the bisubstrate probe. fluorescence polarization. inhibition, % at 12.5 µM. 360,000 compounds, 0.22% hits. AID 588549; in the data active = inhibition above about 8.5%, passing the limit was not always enough; inconclusive = no clear call, values can overlap the other calls
Mtb FBA inh: inhibitors of M. tuberculosis fructose-bisphosphate aldolase. 360,000 compounds, 2.3% hits. AID 588726. inhibition, % at 1 µM. P9WQA3. purified M. tuberculosis FBA, fluorescence read-out; in the data active = inhibition above about 27%;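 also: 0% = vehicle and 100% = reference inhibitor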
Target sequence (P9WQA3 whole entry, looked up): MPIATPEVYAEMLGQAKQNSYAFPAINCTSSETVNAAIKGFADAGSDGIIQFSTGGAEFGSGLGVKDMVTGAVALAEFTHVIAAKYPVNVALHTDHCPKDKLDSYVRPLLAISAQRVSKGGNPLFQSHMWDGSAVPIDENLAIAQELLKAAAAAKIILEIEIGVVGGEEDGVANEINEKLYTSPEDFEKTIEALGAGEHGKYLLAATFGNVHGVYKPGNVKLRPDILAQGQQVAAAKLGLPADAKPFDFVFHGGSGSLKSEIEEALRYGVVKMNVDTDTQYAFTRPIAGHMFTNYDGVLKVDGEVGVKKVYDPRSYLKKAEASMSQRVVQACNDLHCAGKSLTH
Starred values were filed as active, the others as inactive; ? = inconclusive; · = not tested or not shown. Rule as the data show it, unless noted: active = inhibition above about 30%; inactive = the rest. Rows are unselected; overall some 4.8% were active at least once.

item	structure	UGM FP inh	PrPC TRFRET	Mtb BioA inh	BoNT A protease	BoNT F protease
1	CC1CC(C)CN(C(=O)c2cc(-c3ccccn3)nc3ccccc23)C1 (stereo not drawn)	0.9	7	·	-0.4	4
2	Cc1ccc(NC(=O)c2cc(NC(=O)C3CC=CCC3C(=O)O)ccc2N2CCOCC2)cc1 (stereo not drawn)	2.6	1	-0.3	0.4	-4
3	O=C(Nc1ccccc1)C1CCCCC1	0.5	8	0.4	?	-1
4	c1ccc(-c2noc(-c3ccc4c(c3)OCO4)n2)nc1	3.4	4	·	-0.3	-7
5	Cc1cc(N)c2ccccc2n1	0.1	-5	·	-0.8	-12
6	CCC(C(=O)OCC(=O)Nc1ccc(Cl)c(S(=O)(=O)N(C)C)c1)c1ccccc1 (stereo not drawn)	-1.5	6	·	0.4	2
7	Cc1cc(N)n(-c2ccc([N+](=O)[O-])cc2)n1	-1.3	-26	·	-0.9	-3
8	Oc1ccccc1C1=Nc2ccccc2N=C(c2ccco2)C1	-3.3	-14	-1.0	0.2	-5
9	CCN(CC)S(=O)(=O)c1ccc(Cl)c(NC(=O)COC(=O)c2cccn2C)c1	4.8	10	·	-0.4	-4
10	Cc1cccc(C)c1NC(=O)CN(C)CC(=O)c1c(N)n(Cc2ccccc2)c(=O)n(C)c1=O	-0.6	-4	2.5	0.8	-1
11	CN(C)CCCNC(=S)N(Cc1cccs1)Cc1cc2cc3c(cc2[nH]c1=O)OCCO3	2.4	5	·	3.0	-6
12	CC1CC(NC(=O)/C=C/C(=O)O)CC(C)(C)C1 (stereo not drawn)	-3.2	8	-0.1	3.6	?

item	CCHF vOTU inh	GDH-TPI counter	FadD28 FP inh	Mtb FBA inh
1	-5	10	-1.3	2
2	2	14	-0.2	3
3	10	7	1.0	-3
4	-37	-6	-0.6	-2
5	7	-7	-2.4	-4
6	8	-3	-6.5	1
7	15	6	-1.3	8
8	1	14	-2.2	0
9	-6	-7	-3.1	5
10	1	3	·	1
11	-22	9	-7.5	16
12	-2	-24	-1.0	4

Next part
item	structure	UGM FP inh	PrPC TRFRET	Mtb BioA inh	BoNT A protease	BoNT F protease
13	COC(=O)c1sccc1S(=O)(=O)Nc1ccc(C)cc1	-3.4	-2	·	?	?
14	NC(=S)C(c1ccccc1)c1ncc(C(F)(F)F)cc1Cl (stereo not drawn)	-0.1	8	-0.9	0.5	8
15	CCCNC(=O)C1(C)CCCN(C(=O)c2cccc(OC(F)(F)F)c2)C1 (stereo not drawn)	·	6	0.7	-0.7	4
16	N#CC1(Nc2cccc(Cl)c2)CCCC1	·	0	-1.4	0.5	8
17	O=C(c1ccco1)N1CCN(C(=O)c2nn3cccnc3c2Cl)CC1	2.0	-8	-2.3	0.4	-1
18	O=C(Nc1ccccc1O)c1ccccc1O	-5.2	6	0.4	-0.8	-11
19	CC1CC(C)CN(CCC(=O)Nc2cccc(Cl)c2)C1 (stereo not drawn)	-0.6	-4	-0.1	-0.7	10
20	C=CCn1c(O)c(C(CC)=Nc2cc(OC)ccc2OC)c(=O)[nH]c1=O	-7.7	-3	-0.4	-2.0	10
21	Cc1nn(Cc2ccccc2)c(C)c1NC(=O)CCC(=O)O	-1.3	1	-2.2	-0.6	5
22	COC(=O)c1c(C)[nH]c(C(=O)/C=C/c2ccc(Cl)cc2)c1C	·	5	·	-0.2	-5
23	OC(CNCc1ccc2c(c1)OCO2)COc1ccc(F)cc1 (stereo not drawn)	1.2	-7	-0.9	-0.4	-17
24	Cc1ccc(S(=O)(=O)N(CC(=O)Nc2ccccc2)C(=O)N2CCN(C)CC2)cc1	0.2	-2	·	-4.9	3

item	CCHF vOTU inh	GDH-TPI counter	FadD28 FP inh	Mtb FBA inh
13	5	-17	-3.3	-7
14	14	6	-2.9	-4
15	-10	-3	-1.5	-3
16	5	-3	-1.3	-1
17	-8	-4	1.2	3
18	-3	12	-3.1	2
19	-4	6	-2.0	-2
20	0	5	-2.1	-3
21	12	3	1.0	-1
22	0	5	-5.3	-2
23	-8	-6	-2.2	1
24	9	-4	-2.7	2

Some of the entries above in a different format.
entry	Compound	UGM FP inh	PrPC TRFRET	Mtb BioA inh	BoNT A protease	BoNT F protease	CCHF vOTU inh	GDH-TPI counter	FadD28 FP inh	Mtb FBA inh
13	COC(=O)c1sccc1S(=O)(=O)Nc1ccc(C)cc1	-3.4	-2	·	?	?	5	-17	-3.3	-7
14	NC(=S)C(c1ccccc1)c1ncc(C(F)(F)F)cc1Cl (stereo not drawn)	-0.1	8	-0.9	0.5	8	14	6	-2.9	-4
15	CCCNC(=O)C1(C)CCCN(C(=O)c2cccc(OC(F)(F)F)c2)C1 (stereo not drawn)	·	6	0.7	-0.7	4	-10	-3	-1.5	-3
16	N#CC1(Nc2cccc(Cl)c2)CCCC1	·	0	-1.4	0.5	8	5	-3	-1.3	-1
17	O=C(c1ccco1)N1CCN(C(=O)c2nn3cccnc3c2Cl)CC1	2.0	-8	-2.3	0.4	-1	-8	-4	1.2	3
18	O=C(Nc1ccccc1O)c1ccccc1O	-5.2	6	0.4	-0.8	-11	-3	12	-3.1	2
19	CC1CC(C)CN(CCC(=O)Nc2cccc(Cl)c2)C1 (stereo not drawn)	-0.6	-4	-0.1	-0.7	10	-4	6	-2.0	-2
20	C=CCn1c(O)c(C(CC)=Nc2cc(OC)ccc2OC)c(=O)[nH]c1=O	-7.7	-3	-0.4	-2.0	10	0	5	-2.1	-3
21	Cc1nn(Cc2ccccc2)c(C)c1NC(=O)CCC(=O)O	-1.3	1	-2.2	-0.6	5	12	3	1.0	-1
22	COC(=O)c1c(C)[nH]c(C(=O)/C=C/c2ccc(Cl)cc2)c1C	·	5	·	-0.2	-5	0	5	-5.3	-2
23	OC(CNCc1ccc2c(c1)OCO2)COc1ccc(F)cc1 (stereo not drawn)	1.2	-7	-0.9	-0.4	-17	-8	-6	-2.2	1
24	Cc1ccc(S(=O)(=O)N(CC(=O)Nc2ccccc2)C(=O)N2CCN(C)CC2)cc1	0.2	-2	·	-4.9	3	9	-4	-2.7	2

Additional structures:
item	structure	UGM FP inh	PrPC TRFRET	Mtb BioA inh	BoNT A protease	BoNT F protease
25	Cc1cc(C)c2nc(SCC(=O)NNC(=O)c3ccco3)c(C)cc2c1	-0.8	44*	-1.0	-0.1	0
26	Cc1[nH]c2ccccc2c1/C=C/C(=O)c1ccccc1	1.9	-8	-1.0	3.3	-8
27	COc1ccc(CNC(=O)COC(=O)C2CC2C)cc1OC (stereo not drawn)	-1.2	-2	-15	1.7	10
28	COc1cc(C(=O)N/N=C(\C)Cn2nc([N+](=O)[O-])cc2C)ccc1O	0.3	2	-1.0	0.2	4
29	CC(=O)Nc1cccc2c1C(=O)N(c1cccc(C)c1)C2=O	-0.7	10	-2.2	-0.1	12
30	O=[N+]([O-])c1cc(S(=O)(=O)Nc2ccc(Cl)cc2)ccc1N/N=C/c1ccncc1	3.0	5	-1.5	0.6	0
31	CN(Cc1cccc(F)c1)CC(O)COCc1ccccc1Cl (stereo not drawn)	0.2	5	1.0	0.1	4
32	CC(=NCc1ccccc1)c1ccccc1O	·	7	·	0.5	4
33	CC(C)CCNC(=O)C1CCCCN1S(=O)(=O)c1ccc(F)cc1 (stereo not drawn)	2.4	-8	1.4	-0.5	-7
34	Cc1cc(-c2cc(-c3ccccc3)on2)nc(NCC2CC2)n1	-0.7	-4	-2.2	-0.1	0
35	COc1ccc(NS(=O)(=O)c2cccc3nsnc23)cc1OC	0.6	-13	·	1.5	0
36	Cc1cc(=O)[nH]c(SCC(=O)/C=C2\N(C)c3ccccc3C2(C)C)n1	-1.4	14	·	9.0	-8

item	CCHF vOTU inh	GDH-TPI counter	FadD28 FP inh	Mtb FBA inh
25	9	-2	-6.2	-2
26	1	2	-1.6	-7
27	-4	14	-0.1	8
28	2	18	1.5	-7
29	6	11	-3.1	-6
30	6	0	1.2	0
31	9	-6	-1.5	-2
32	19	6	-0.3	-2
33	9	-4	0.3	7
34	-5	9	-1.7	9
35	-5	15	2.5	-1
36	1	21	-0.8	3

Additional records follow:
item	structure	UGM FP inh	PrPC TRFRET	Mtb BioA inh	BoNT A protease	BoNT F protease
37	O=C(c1ccco1)N1CCN(C(=O)C2CCCO2)CC1 (stereo not drawn)	-3.7	6	·	2.6	18
38	COc1ccc(CCNC(=O)Cn2cnc3c(cnn3-c3ccccc3Cl)c2=O)cc1OC	-1.1	4	1.1	3.0	4
39	Cc1ccccc1-c1noc(C23CC4CC(CC(C4)C2)C3)n1	-0.8	-1	-1.2	-2.4	-6
40	CCOC(=O)c1cc2c(c(-c3cccc(C#Cc4ccc(OC)c(OC)c4)c3)n1)[C@@H](CCO)N(S(=O)C(C)(C)C)C2 (stereo partly drawn)	·	-7	-3.2	-0.8	-12
41	COc1ccccc1N1CCN(C(=O)c2ccc(N3CCCC3=O)cc2)CC1	0.8	6	-0.5	-0.1	1
42	O=c1cc(O)nc(-c2ccccc2)s1	3.4	0	·	-1.9	-4
43	CC(=O)N1CCc2cc(Br)cc(S(=O)(=O)N3CCN(c4ccccn4)CC3)c21	-0.4	0	-0.4	0.1	4
44	CCCCNC(=O)CNC(=S)N(Cc1ccccc1F)C1CCCCC1	1.0	6	1.7	-0.8	-7
45	Cn1nc(C(F)(F)F)cc1-c1ccc(/C=C(\C#N)C(=O)c2ccccc2)s1	-0.7	4	-3.0	3.8	17
46	O=C(/C=C/c1ccc(Br)o1)OCc1nc2ccsc2c(=O)[nH]1	-0.2	·	-1.9	2.7	2
47	COc1ccc(Cc2nnc(NCCO)[nH]c2=O)cc1	-2.5	6	1.8	-1.0	-1
48	C=CCN1CCN(C(CCC)c2nnnn2Cc2ccco2)CC1 (stereo not drawn)	-2.5	-2	·	-2.0	-5

item	CCHF vOTU inh	GDH-TPI counter	FadD28 FP inh	Mtb FBA inh
37	2	7	-1.8	0
38	14	3	-1.7	3
39	7	-11	-3.7	0
40	5	·	-0.6	2
41	1	-13	-3.3	-1
42	1	-1	-0.1	1
43	-3	-5	3.5	4
44	7	11	-1.5	1
45	5	-3	-3.2	0
46	·	9	-3.2	0
47	8	-1	-1.1	8
48	-3	0	0.3	3

(next part)
item	structure	UGM FP inh	PrPC TRFRET	Mtb BioA inh	BoNT A protease	BoNT F protease
49	O=C(COC(=O)/C=C/c1ccccc1)Nc1nnc(-c2ccccc2)o1	3.9	1	-0.9	-6.7	-16
50	CCC(NC(=S)NC1CCCCC1)c1ccc(C)cc1 (stereo not drawn)	2.7	·	-1.2	0.9	1
51	CC(=O)c1cccc(N/C=C\c2nnnn2-c2ccc(F)cc2)c1	0.5	-2	-1.7	-0.4	-4
52	O=C(NC1CCS(=O)(=O)C1)/C(=C/c1ccc(Cl)cc1)NC(=O)c1ccccc1 (stereo not drawn)	3.7	6	0.4	-0.7	-13
53	Cc1ccc(OCCCCn2ccnc2C)c(C)c1	-2.8	-2	0.0	0.0	-6
54	COc1cccc(-n2c(SCC(=O)O)nnc2-c2cccnc2)c1	-0.8	0	3.8	0.0	-2
55	Cc1cccc(C(=O)N2CCCC(CCC(=O)N3CCN(c4ccccn4)CC3)C2)c1 (stereo not drawn)	0.1	-4	-1.6	9.3	12
56	Cc1ccc(NC(=O)CCn2ccc([N+](=O)[O-])n2)nc1	0.9	-8	·	0.4	-1
57	O=C(Nc1ccc([N+](=O)[O-])cc1)Nc1nc(-c2ccc(Cl)s2)cs1	2.6	12	·	0.8	-2
58	Cc1ccc(Cn2c(C)c(C(=O)NCC(C)C)sc2=O)cc1	·	4	2.5	-1.2	-7

item	CCHF vOTU inh	GDH-TPI counter	FadD28 FP inh	Mtb FBA inh
49	15	-4	-4.5	0
50	·	-2	-2.9	2
51	-2	20	-1.4	-5
52	-16	7	-1.4	3
53	-3	2	-1.6	-5
54	8	-3	-3.1	0
55	2	-5	-3.6	5
56	2	5	-2.2	-3
57	-10	10	-0.7	-1
58	0	3	-4.9	-1
